rTrxR1 inhibitor = qHTS Assay for Inhibitors of Mammalian Selenoprotein Thioredoxin Reductase 1 (TrxR1): qHTS; Thioredoxin reductase 1, cytoplasmic (Rattus norvegicus), O89049; recombinant rTrxR1, NADPH fluorescence consumption, selenite substrate; Potency, µM (titrated, usually from 114 µM), without a hit: top-dose activity change, negative = inhibition, usual class: inhibitors; actives 1% (n = 390,000); AID 588453, 2011; further: potency means the concentration at half of the fitted maximal effect; on the % scale 0 is the no-effect control and ±100 the full control effect; nearly all actives have a fitted effect of over 65% in size
Target sequence (O89049 whole entry, looked up): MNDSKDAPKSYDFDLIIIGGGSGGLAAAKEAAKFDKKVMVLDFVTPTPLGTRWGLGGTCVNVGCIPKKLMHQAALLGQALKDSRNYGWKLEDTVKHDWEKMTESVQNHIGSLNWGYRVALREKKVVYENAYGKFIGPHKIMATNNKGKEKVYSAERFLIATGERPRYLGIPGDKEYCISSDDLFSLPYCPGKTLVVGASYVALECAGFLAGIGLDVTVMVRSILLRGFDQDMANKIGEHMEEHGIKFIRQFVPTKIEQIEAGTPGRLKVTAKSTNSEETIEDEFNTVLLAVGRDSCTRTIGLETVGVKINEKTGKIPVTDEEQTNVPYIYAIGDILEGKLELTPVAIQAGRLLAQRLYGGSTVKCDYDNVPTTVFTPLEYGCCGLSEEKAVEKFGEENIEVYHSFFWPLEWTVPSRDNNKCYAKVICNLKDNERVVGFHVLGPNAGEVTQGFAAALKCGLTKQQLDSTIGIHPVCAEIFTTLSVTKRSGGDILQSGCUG
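Rat TrxR1 (90 nM in the dispensed reagent) was pre-reduced with 400 uM NADPH for 5 min at room temperature, then incubated with compound for 15 min. After 400 uM selenite was added, NADPH fluorescence (Ex 340/Em 450 nm) was followed for 8 min.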
RGS4 inhibitor = Inhibitors of Regulator of G Protein Signaling (RGS) 4: qHTS. Transcreener GDP fluorescence polarization, RGS4-accelerated GTP hydrolysis. Potency, µM (doses to about 114 µM), inactives show at the highest dose activity change, negative = inhibition, hits mostly inhibitors. actives 0.039% (n = 390,000); further: potency means the concentration at half of the fitted maximal effect; on the % scale 0 is the no-effect control and ±100 the full control effect; nearly all actives have a fitted effect of over 75% in size; some results filed as inactive show a strong effect at the top dose
Target sequence (P49798 whole entry, looked up): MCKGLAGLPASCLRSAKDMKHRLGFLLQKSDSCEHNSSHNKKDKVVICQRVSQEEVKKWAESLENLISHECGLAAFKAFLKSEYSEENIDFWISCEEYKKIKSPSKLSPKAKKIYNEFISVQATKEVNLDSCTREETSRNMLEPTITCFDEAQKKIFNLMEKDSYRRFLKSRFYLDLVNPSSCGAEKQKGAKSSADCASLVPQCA
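MLSMR compounds (23 nl, pin-transferred) preincubated 10 min at room temperature with a 500nM (2x) first reagent, then RGS4 at 900nM (2x) plus Transcreener GDP mix added; fluorescence polarization (620/688 nm) read before and after 90 min at 30 °C.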
Vif-APOBEC3G blk = qHTS for Inhibitors of Vif-A3G Interactions: qHTS; AID 602310, 2012; HeLa A3G-eYFP + Vif (tagged APOBEC3G with the HIV-1 protein that degrades it), YFP fluorescence, overnight; actives 0.076% (n = 410,000); DNA dC->dU-editing enzyme APOBEC-3G (Homo sapiens), Q9HC16; Potency, µM (top dose mostly 46.1 µM), without a hit: top-dose activity, negative = active, most hits filed as inhibitors;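 further: potency means the concentration at half of the fitted maximal effect; on the % scale 0 is the no-effect control and ±100 the full control effect; nearly all actives have a fitted effect of over 60% in size; hits raise eYFP signal because A3G escapes Vif-driven loss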
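HeLa cells stably expressing Vif and C-terminally eYFP-tagged A3G, seeded overnight at 37 deg C, then exposed to compound by pintool overnight at 37 deg C. Rise in yellow fluorescence (Ex 488/Em 500-530, Acumen) marks blocked Vif-driven A3G degradation.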
Vif-APOBEC3F blk = qHTS for Inhibitors of Vif-A3F Interactions: qHTS; HeLa A3F-eYFP + Vif (tagged APOBEC3F with the HIV-1 protein that degrades it), YFP fluorescence increase; Potency, µM (highest dose often 46.1 µM), without a hit: at the top dose activity, negative = active; actives 0.2% (n = 390,000); AID 602313, 2012; further: potency means the concentration at half of the fitted maximal effect; % of control where 0% means no effect; nearly all actives have a fitted effect of over 65% in size
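HeLa cells stably expressing Vif plus C-terminally eYFP-tagged A3F were seeded, incubated overnight at 37 deg C, dosed with compound, incubated overnight again at 37 deg C. Yellow fluorescence (Ex 488/Em 500-530) reported blocked Vif-mediated A3F-eYFP degradation.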
TrxR1 substrate = qHTS Assay for Substrates of Mammalian Selenoprotein Thioredoxin Reductase 1 (TrxR1): qHTS | Potency, µM (top dose mostly 114 µM), inactives show at the highest dose activity change, negative = substrate turnover | AID 588456, 2011 | purified TrxR1 substrate turnover, NADPH consumption readout | actives 0.01% (n = 390,000); further: potency means the concentration at half of the fitted maximal effect; on the % scale 0 is the no-effect control and ±100 the full control effect; nearly all actives have a fitted effect of over 50% in size
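Rat TrxR1, dispensed at 90 nM, was prereduced with 400 uM NADPH (final) for 5 min at ~22 deg C, then incubated with compound 15 min before 400 uM selenite. A first-read NADPH fluorescence drop versus no-compound background flagged substrates.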
mIDH1 inhibitor = qHTS for Inhibitors of mutant isocitrate dehydrogenase 1 (IDH1): qHTS; Isocitrate dehydrogenase [NADP] cytoplasmic (Homo sapiens), O75874; IDH1-R132H enzyme, NADPH consumption, diaphorase/resazurin fluorescence; Potency, µM (doses to about 76.6 µM), for the others: at the top dose activity change, negative = inhibition, hits mostly inhibitors; actives 0.093% (n = 390,000); AID 602179, 2012; further: potency means the concentration at half of the fitted maximal effect; on the % scale 0 is the no-effect control and ±100 the full control effect; nearly all actives have a fitted effect of over 65% in size
Target sequence (O75874 whole entry R132H, stated change not applied): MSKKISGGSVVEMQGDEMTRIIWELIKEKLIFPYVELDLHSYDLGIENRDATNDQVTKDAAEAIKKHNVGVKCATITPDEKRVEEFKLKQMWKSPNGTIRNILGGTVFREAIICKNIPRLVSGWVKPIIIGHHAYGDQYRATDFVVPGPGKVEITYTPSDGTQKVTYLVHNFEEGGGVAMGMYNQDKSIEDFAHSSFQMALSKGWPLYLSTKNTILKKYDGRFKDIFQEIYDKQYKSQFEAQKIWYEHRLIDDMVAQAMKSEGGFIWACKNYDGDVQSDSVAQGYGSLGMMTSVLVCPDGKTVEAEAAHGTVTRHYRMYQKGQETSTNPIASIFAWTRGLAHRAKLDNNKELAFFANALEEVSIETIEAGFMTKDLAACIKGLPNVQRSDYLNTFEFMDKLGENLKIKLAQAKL
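IDH1-R132H (0.5 ug/mL dispensed) in pH 7.5 Tris buffer was preincubated 30 min with compound, then given a substrate mix of 0.016 mM NADPH and 2 mM alpha-KG for 80 min at room temperature; remaining NADPH was read by diaphorase/resazurin fluorescence.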
Glioma ERSR ind = qHTS for Inducers of the Endoplasmic Reticulum Stress Response (ERSR) in Human Glioma: qHTS; U87-MG GRP78 promoter luciferase reporter, 16 h; Potency, µM, for inactives: at the top dose activation, most hits filed as activators; actives 0.02% (n = 420,000); AID 602332, 2012; further: potency means the concentration at half of the fitted maximal effect; series mostly up to about 76 µM; % of control where 0% means no effect; nearly all actives have a fitted effect of over 35% in size
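ERSR induction read as luciferase luminescence (Bright-Glo, 10 min at room temperature) in stably transfected human U87-MG glioma cells exposed to compounds for 16 h, using GRP78 as sensor.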
LDHA block = qHTS assay for inhibitors of human lactate dehydrogenase | actives 0.15% (n = 480,000) | purified LDHA, NADH/diaphorase-resazurin fluorescence; hits give low values | activity change, % (values are at about 110 or 230 µM); in the data active means activity change below about -30%; inconclusive means mostly about -25% to -30%;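 further: plate controls were DMSO wells for no effect and wells without enzyme for full effect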
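Human LDH5 (2 nM) was incubated with 0.06 mM NADH and 0.2 mM pyruvate for 5 min at room temperature in Tris pH 7.4. Remaining NADH was coupled through diaphorase/resazurin, and resorufin fluorescence was read at 0 and 20 min.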
USP1-UAF1 inh = Inhibitors of USP1/UAF1: Primary Screen. Ubiquitin carboxyl-terminal hydrolase 1 (Homo sapiens), O94782. recombinant USP1/UAF1, Ub-Rhodamine cleavage fluorescence. Potency, µM (doses to about 57.1 µM), without a hit: at the highest dose activity change, negative = inhibition, actives largely listed as inhibitors. actives 0.23% (n = 390,000). AID 743255, 2014; further: potency means the concentration at half of the fitted maximal effect; on the % scale 0 is the no-effect control and ±100 the full control effect; nearly all actives have a fitted effect of over 60% in size; inactives centre near -12
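In this screen, compounds sit with the deubiquitinase complex (1nM) for 15 min at room temperature before Ub-Rho is added at 150nM final. Fluorescence rise is then followed for 6 reads every 60 seconds.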
* hit, by the source's call; ? = inconclusive; · = not tested or not shown; & = joins results of further samples; [ ] = another dose, or the depositor's remark. Unless noted, the call rests on the fitted dose curve; in most records, active means well fitted curve in the direction sought with a large enough effect; inconclusive means small, poorly fitted or top-dose-only effect, or another doubt; inactive means no such curve, though single readings can be large; an effect the other way counts as inactive or inconclusive. The list is partial; the hit share may differ from the screen's.

Start of the listing, in advance (2 entries):
The line under a structure holds: rTrxR1 inhibitor, RGS4 inhibitor, Vif-APOBEC3G blk, Vif-APOBEC3F blk, TrxR1 substrate, mIDH1 inhibitor, Glioma ERSR ind, LDHA block, USP1-UAF1 inh
1	CCN(CC)S(=O)(=O)c1ccc(N2CCN(C)CC2)c(NC(=O)CN2C(=O)NC3(CCCCC3)C2=O)c1
    6%, -6%, 1%, 5%, -3%, -4%, -3%, -3, -5%
2	CCc1ccc(NC(=O)C(NS(=O)(=O)c2cccc3nsnc23)c2ccccc2)cc1 (stereo unspecified)
    17%&7%, 7%&-8%, -1%&1%, 4%&2%, -7%&-3%, -13%&-10%, 0%&-2%, -1&0, -16%&-4%

This part in full, from the first entry:
The line under a structure holds: rTrxR1 inhibitor, RGS4 inhibitor, Vif-APOBEC3G blk, Vif-APOBEC3F blk, TrxR1 substrate, mIDH1 inhibitor, Glioma ERSR ind, LDHA block, USP1-UAF1 inh
1	CCN(CC)S(=O)(=O)c1ccc(N2CCN(C)CC2)c(NC(=O)CN2C(=O)NC3(CCCCC3)C2=O)c1
    6%, -6%, 1%, 5%, -3%, -4%, -3%, -3, -5%
2	CCc1ccc(NC(=O)C(NS(=O)(=O)c2cccc3nsnc23)c2ccccc2)cc1 (stereo unspecified)
    17%&7%, 7%&-8%, -1%&1%, 4%&2%, -7%&-3%, -13%&-10%, 0%&-2%, -1&0, -16%&-4%
3	OCCC1CN(Cc2ccc(F)cc2)CCN1CCc1ccccc1 (stereo unspecified)
    22%, -7%, 2%, 1%, 9%, 0%, -2%, 0, -15%
4	O=C(Cc1ccccc1)c1ccc2c(c1)OCCO2
    10%, -2%, -8%, 15%, 1%, -1%, 12%, 2, -10%
5	COc1ccc(OC)c(S(=O)(=O)N2CCNCC2)c1
    -4%, 1%, -2%, -11%, 7%, 11%, -8%, -3, -23%
6	O=C(NCCc1ccccc1)c1nnc(CS(=O)(=O)c2ccccc2)o1
    28%[57.1 µM], 20%, 5%, -1%, 9%[57.1 µM], -2%, -3%, -10, -8%
7	CCOc1ccccc1N(CC(=O)NC(C)(C)C)C(=O)Cn1nnc(-c2ccc(C)o2)n1
    -4%, 4%, 0%, -13%, -2%, 12%, -2%, -4, -8%
8	Cc1ccc(NC(=O)CCn2nnc3ccccc32)c(C)c1
    8%[11.4 µM], -52%, 0%, 19%, 12%[57.1 µM], 6%, ?, -5, -19%
9	CC(C)CC1(C)NC(=O)N(CC(=O)Nc2ccc3c(c2)OCCO3)C1=O (stereo unspecified)
    4%, -48%, 6%, -12%, 2%, 2%, -1%, 3, 2%
10	CSc1ccc(NC(=O)Cn2nnnc2-c2ccccc2F)cc1
    20%, 6%, 2%, 0%, 1%, -8%, -6%, -5, -30%
11	CC(C)(C)NC(=O)CSC(=Nc1ccccc1F)NC#N
    3%, -18%, -10%, -4%, 8%, 6%, 4%, 1, -16%
12	Cc1nc2ncnn2c(Nc2ccc3c(c2)OCO3)c1Cc1ccccc1
    2%, 7%, -5%, 0%, 7%, 6%, -5%, 2, -12%
13	CC(C)NS(=O)(=O)c1ccc(NC(=O)Cc2cccs2)cc1
    18%[57.1 µM], 28%, 0%, -10%, 12%[57.1 µM], 2%, -1%, -9, 2%
14	CCc1c(C)nc(SCC(N)=O)c(C#N)c1C
    27%, -7%, 0%, 0%, 11%, -6%, 0%, -2, -8%
15	Cc1ccc2c(c1)c1nnc(SCC(=O)N3CCCc4ccccc43)nc1n2CC(=O)O
    -7%[57.1 µM], 9%, 5%, 4%, -6%[57.1 µM], 0%, -4%, -5, -11%
16	Cc1cc(C)n2c(SCC(=O)NCc3ccc4c(c3)OCO4)nnc2n1
    29%, -35%, 2%, -9%, 4%, -15%, -4%, -1, -11%
17	COc1ccccc1CNC(=O)c1c2c(nc3ccccc13)C(=O)N(C1CCCCC1)C2
    19%[57.1 µM], -21%, 1%, -2%, 5%[57.1 µM], 7%, -1%, -1, -13%
18	O=C(NS(=O)(=O)Nc1ccc(Cl)cc1)c1c[nH]c2ccccc12
    16%, -11%[56.9 µM], 1%, -5%, 4%, -8%, -4%, -3, -12%
19	CCc1ccccc1NC(=S)NNC(=O)c1ccccc1Cl
    -16%, -20%, -1%, -2%, -4%, -10%, 1%, -5, -1%
20	COc1ccc(OCCNC(=S)Nc2cccc3ccccc23)cc1
    -12%, -12%, 1%, 3%, -8%, 6%, 3%, -2, -15%
21	COc1cccc(-c2nc(CS(=O)(=O)CC(=O)NC3CCCC3)c(C)o2)c1
    -8%, 1%, 1%, 0%, -1%, -9%, -3%, -2, -19%
22	CCOC(=O)CN1C(=O)CN(c2ccc(C)c(C)c2)C1=O
    4%, -36%, 1%, -5%, -1%, 0%, -2%, -10, -3%
23	CC(C)(C)OC(=O)N1CCN(c2ccc([N+](=O)[O-])cc2)CC1
    -7%, 1%, 1%, -3%, -6%, 0%, -2%, 0, -22%
24	CCOC(=O)C1CN(S(=O)(=O)c2ccc(C)cc2)c2cc(S(=O)(=O)CC)ccc2O1 (stereo unspecified)
    1%, -24%, -6%, 4%, -5%, 1%, -4%, -7, -4%
25	CC(C)NS(=O)(=O)c1ccc(CCC(=O)Nc2ccc3c(c2)OCO3)cc1
    -11%, 14%, 2%, -1%, -4%, 6%, -3%, -2, -7%
26	O=C(c1cnn2ccccc12)N1CCc2ccccc21
    -2%, 5%, -1%, -1%, -4%, 5%, 0%, -4, -17%
27	O=C(C1=C[C@@H](c2coc3ccccc3c2=O)C[C@@H](OCc2ccc(CO)cc2)O1)N1CCN(Cc2ccc3c(c2)OCO3)CC1
    15%, 8%, -6%, -1%, -2%, -8%, -4%, -11, -22%
28	COCCN(C(=O)CCCc1nc2ccccc2s1)c1c(N)n(CC(C)C)c(=O)[nH]c1=O
    7%, ?, 0%, -5%, 1%, -9%, 2%, -1, -15%
29	CCN1CCN(c2cc(C)c3cc(NC(=O)/C=C/c4cccc(Cl)c4)ccc3n2)CC1
    13%[2.29 µM], -2%, 2%, 0%, -2%, 0%, -1%, 2, -25%
30	O=c1c2oc3ccccc3c2ncn1Cc1ccc(Br)cc1
    -3%, 21%, 2%, 0%, -13%, 0%, 0%, -2, -4%
31	Cc1ccc2oc(-c3ccc(C)c(NC(=O)c4ccc(C(C)(C)C)cc4)c3)nc2c1
    28%, -11%, -2%, -5%, 8%, 8%, -1%, 6, -27%
32	CCOCCCn1c(=N)c(C(=O)NCc2ccccc2)cc2c(=O)n3ccccc3nc21
    ?, 8%, -1%, 0%, 958%[activator], 2%, -3%, -10, -23%
33	Cc1noc(C)c1S(=O)(=O)N(C)C[C@H]1OCc2cn(nn2)CCCC(=O)N([C@@H](C)CO)C[C@@H]1C
    ·, ·, 0%, 1%, ·, -6%, -2%, -11, 1%
34	Fc1ccc(Cn2c(SCc3ccc(F)c(C(F)(F)F)c3)nnc2C(F)(F)F)cc1
    -2%, -19%, 1%, 3%, -6%, 9%, 4%, 8, -20%
35	Cc1nc2ccc(NC(=S)N3CCCC3)cc2nc1C
    -12%, 12%, -1%, 3%, -11%, -4%, -2%, -7, -3%
36	CN1CCN(C(=O)c2cc(Cl)cc(Cl)c2NC(=O)c2ccco2)CC1
    -6%, -18%[11.4 µM], 5%, 2%, -1%, 2%, 8%, -2, -14%
37	O=C(Cn1cnc([N+](=O)[O-])c1)NCc1ccc(F)cc1
    20%, -23%, -3%, -14%, 8%, 2%, 3%, 1, 4%
38	O=C(Cn1c(-c2cncs2)nc2ccccc21)NCCc1ccccc1
    7%, 6%, 1%, 1%, 6%, -10%, -1%, -11, -9%
39	COc1ccc2cc3c(nc2c1)OCC3
    19%, 22%, 1%, -1%, 4%, 7%, 4%, -3, -1%
40	O=C(Nc1ccccc1)N(C1=NCCC1)c1ccccc1
    15%[57.1 µM], -10%, 0%, -4%, 14%[57.1 µM], -3%, -1%, 0, -8%
41	C=CCn1c(COc2ccccc2)nnc1SCC(=O)Nc1ccc(S(N)(=O)=O)cc1
    -7%[57.1 µM], 9%, 2%, -1%, -14%, -2%, -1%, -2, 2%
42	CC(=O)c1cccc(NC(=S)NCc2ccccc2)c1
    18%[2.29 µM], -40%, 0%, -2%, -5%[57.1 µM], 1%, 0%, -5, -14%
43	CC(C)C(NC(=O)C1CCCCC1)C(=O)Nc1ccc2c(c1)OCCO2 (stereo unspecified)
    -5%, -3%, 1%, 3%, -10%, 9%, -3%, -3, -6%
44	O=C1CC(c2cccnc2)c2cc3c(cc2N1)OCCO3 (stereo unspecified)
    23%, 17%, -4%, 4%, 7%, -5%, 0%, 2, -9%

Compound activity from PubChem BioAssay.
